Source: PubChem BioAssay (National Center for Advancing Translational Sciences (NCATS))
HBB splice mod – modulators of hemoglobin beta chain splicing | Potency, µM (doses to about 46.1 µM), without a hit: at the top dose activation, usual class: activators | 65,000 compounds, 0.06% hits | HBB splicing reporter cell assay, activation; EGFP reporter with mutant IVS2-654 intron; response scale: normalised to 500 nM splice-correcting PNA; further: potency means the concentration at half of the fitted maximal effect; 0% is about no effect
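Compounds were applied for 2 days to HeLa EGFP-654 cells, 500/well in Optimem with 2% FCS. The reporter's EGFP is disrupted by mis-splicing of beta-globin intron IVS2-654. Readout: summed well GFP fluorescence from 488 nm laser scanning; reference was 500 nM antisense […] 654 PNA.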
DNA Pol III inh – blocks replication by bacterial DNA polymerase III holoenzyme. reconstituted DNA polymerase III holoenzyme replication, biochemical. Potency, µM (series often up to 57.1 µM), without a hit: at the top dose activity change, negative = inhibition. 71,000 compounds, 0.25% hits. AID 603; further: potency means the concentration at half of the fitted maximal effect; on the % scale 0 is the no-effect control and ±100 the full control effect
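Reconstituted *E. coli* holoenzyme (0.35 nM Pol III, 1 nM beta, 154 nM SSB, 2 nM primase) was preincubated with compound for 15 min at RT. Synthesis on 1.4 nM ssM13Gori ran 35 min, then was stopped with PicoGreen/EDTA and read as dsDNA fluorescence.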
HADH2 inh – blocks human hydroxyacyl-CoA dehydrogenase type II; recombinant HADH2, NADH fluorescence, beta-hydroxybutyryl-CoA; Potency, µM (titrated, usually from 57.1 µM), inactives show top-dose activity change, negative = inhibition, usual class: inhibitors; 73,000 compounds, 3.4% hits; AID 886; further: potency means the concentration at half of the fitted maximal effect; on the % scale 0 is the no-effect control and ±100 the full control effect; nearly all actives have a fitted effect of over 60% in size; many of its hits are not listed in these tables
Target sequence (Q99714 whole entry, looked up, one chain of several): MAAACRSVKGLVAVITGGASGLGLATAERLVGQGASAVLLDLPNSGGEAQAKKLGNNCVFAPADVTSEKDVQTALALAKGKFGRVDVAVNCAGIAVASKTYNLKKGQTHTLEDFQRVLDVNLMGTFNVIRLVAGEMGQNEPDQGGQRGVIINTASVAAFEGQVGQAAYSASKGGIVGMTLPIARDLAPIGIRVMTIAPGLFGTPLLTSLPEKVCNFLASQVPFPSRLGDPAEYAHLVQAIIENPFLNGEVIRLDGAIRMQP
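His-tagged recombinant enzyme from E. coli, 20 nM, preincubated 15 min RT with compound; reaction started with 1 mM NAD+ and 90 uM beta-hydroxybutyryl-CoA in 100 mM Tris-HCl pH 9.0. NADH fluorescence (ex 360/em 450) read over 4 min; last-minus-first difference.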
CRE Fsk mod – alters forskolin-stimulated CRE reporter signaling in CHO cells; CHO CRE-bla reporter (cAMP response element driving beta-lactamase), forskolin EC10, beta-lactamase ratio; Potency, µM (titrated, usually from 38.2 µM), inactives show top-dose activity change, negative = inhibition, usual class: activators; 71,000 compounds, 2.5% hits; active means well fitted activation curve with a large enough effect in the signal ratio, with a control signal flat, not every such curve was filed as active; inconclusive means small, poorly fitted or top-dose-only effect, or effect the other way, or a change in a side signal; the % refers to the signal ratio; further: potency means the concentration at half of the fitted maximal effect; % of control where 0% means no effect
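Forskolin analogue NKH 477 at EC10 stimulated CRE-driven beta-lactamase in CHO cells alongside compound dilution series. Beta-lactamase was measured with CCF4, excitation 405 nm, emission ratio 460/530 nm.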
Luciferase inh – blocks Photinus pyralis firefly luciferase activity. P08659. purified firefly luciferase, luminescence, 8 min. 72,000 compounds, 2.2% hits. Potency, µM (highest dose often 57.1 µM), for inactives: top-dose activity change, negative = inhibition, actives largely listed as inhibitors; further: potency means the concentration at half of the fitted maximal effect; on the % scale 0 is the no-effect control and ±100 the full control effect; nearly all actives have a fitted effect of over 40% in size
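Titration-based qHTS; buffer 50 mM imidazole pH 7.2, 50 mM KCl, 7 mM MgCl2, 10 uM ATP, 0.01% Tween 20, 0.05% BSA; luciferase/luciferin detector mix added after compound; 8 min, ambient; luminescence.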
Ub-GFP proteasome – ubiquitin-GFP accumulation via proteasome inhibition. Potency, µM (top dose mostly 45.9 µM), for the others: at the highest dose activation (GFP accumulation), most hits filed as activators. 67,000 tested, under 10 active. Ubiquitin-GFP reporter cells, proteasome inhibition, GFP fluorescence; response scale: untreated = 0%, 10 µM MG-132 = 100%. AID 526; active means well fitted activation curve with a large enough effect, not every such curve was filed as active; inconclusive means small, poorly fitted or top-dose-only effect, or another doubt; inactive means no such curve, though single readings can be large or run the other way; further: potency means the concentration at half of the fitted maximal effect
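U2OS Ub(G76V)-GFP reporter; O/N plating, 0.5% FBS; cpd 46 uM–2.9 nM, 4 h, 37 °C; GFP+ cell count, 488/515 nm; norm. to basal vs 10 uM MG-132; CRC fit.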
ERK AVP inh – blocks ERK signaling stimulated by vasopressin; 72,000 compounds, 0.99% hits; HEK293-V1b, vasopressin-stimulated pERK AlphaScreen; Potency, µM (highest dose often 57.5 µM), inactives show at the highest dose activity, negative = inhibition, actives largely listed as inhibitors; AID 995; further: potency means the concentration at half of the fitted maximal effect; on the % scale 0 is the no-effect control and ±100 the full control effect; nearly all actives have a fitted effect of over 55% in size
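V1b-HEK293 cells; cpd 30 min 37C; 25 nM vasopressin 5 min; lyse 10 min; AlphaScreen beads 5 hr RT. Normalized to DMSO basal and 25 nM vasopressin; AC50 by Hill fit.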
Hsp90 Hop PPI – changes Hsp90-Hop TPR2A binding signal, up or down; 71,000 compounds, 0.44% hits; Potency, µM (doses to about 57 µM), for inactives: at the top dose activity change, negative = inhibition; AlphaScreen TPR2A-His6 binding biotin-Hsp90 C-terminal peptide; active means well fitted curve in either direction with a large enough effect; inconclusive means small, poorly fitted or top-dose-only effect, or another doubt; further: potency means the concentration at half of the fitted maximal effect; on the % scale 0 is the no-effect control and ±100 the full control effect; many of its hits are not listed in these tables
Tau fil binding – binds recombinant human tau filaments. P10636. recombinant tau filaments, thioflavin S fluorescence, 15 h; filaments grown with octadecylsulfate alongside compound. Potency, µM (highest dose often 57.1 µM), without a hit: top-dose activity change, negative = inhibition. 71,000 compounds, 2% hits;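 further: potency means the concentration at half of the fitted maximal effect; on the % scale 0 is the no-effect control and ±100 the full control effect; actives lower thioflavin S fluorescence by blocking filaments or displacing dye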
Target sequence (P10636 whole entry, looked up): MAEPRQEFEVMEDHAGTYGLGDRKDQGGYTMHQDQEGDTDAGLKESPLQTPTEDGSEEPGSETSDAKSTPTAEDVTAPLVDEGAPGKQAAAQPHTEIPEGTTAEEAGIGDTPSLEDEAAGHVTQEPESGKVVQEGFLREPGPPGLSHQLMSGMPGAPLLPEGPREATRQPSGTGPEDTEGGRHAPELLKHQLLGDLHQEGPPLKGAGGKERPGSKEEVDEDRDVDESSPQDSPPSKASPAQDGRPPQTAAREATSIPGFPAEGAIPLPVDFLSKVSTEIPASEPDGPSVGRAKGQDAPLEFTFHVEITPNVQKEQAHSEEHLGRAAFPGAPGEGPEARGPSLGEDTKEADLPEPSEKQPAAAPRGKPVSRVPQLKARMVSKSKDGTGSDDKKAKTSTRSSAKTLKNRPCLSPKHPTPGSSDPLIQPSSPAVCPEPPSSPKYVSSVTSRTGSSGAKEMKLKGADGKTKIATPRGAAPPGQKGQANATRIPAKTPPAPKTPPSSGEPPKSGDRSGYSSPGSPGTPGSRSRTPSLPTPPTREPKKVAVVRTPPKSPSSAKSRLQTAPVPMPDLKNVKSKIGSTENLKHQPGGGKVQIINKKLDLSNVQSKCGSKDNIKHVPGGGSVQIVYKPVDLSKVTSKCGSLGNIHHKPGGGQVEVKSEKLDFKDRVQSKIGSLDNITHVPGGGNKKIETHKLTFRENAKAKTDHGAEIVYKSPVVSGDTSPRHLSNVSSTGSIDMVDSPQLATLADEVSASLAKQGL
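Recombinant tau protein (human, 1 uM final) plus 30 uM ODS in HEPES pH 7.4 with NaCl, DTT and thioflavine S. Compound present from the start; fluorescence at 510 nm after 15 h, 37 C.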
Epigenetic mod – epigenetic GFP locus derepression in mouse cells | 68,000 compounds, 0.09% hits | AID 597 | Potency, µM (doses to about 46.1 µM), without a hit: at the highest dose GFP derepression (activation) | mouse C127i GFP locus derepression, cytometry, 30 h; further: % of control where 0% means no effect
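Locus derepression in mouse mammary C127i cells whose integrated CMV-GFP reporter is normally silent; GFP expression after 30 h compound treatment was quantified by counting fluorescent cells.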
15-hLO inh – 15-hLO (ALOX15) enzyme inhibition. AID 887. Potency, µM (series often up to 57.1 µM), for inactives: top-dose activity change, negative = inhibition, usual class: inhibitors. P16050. purified 15hLO-1, xylenol orange hydroperoxide absorbance. 74,000 compounds, 1.4% hits; further: potency means the concentration at half of the fitted maximal effect; on the % scale 0 is the no-effect control and ±100 the full control effect; nearly all actives have a fitted effect of over 55% in size
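Purified human 15hLO-1 (40 nM) in 25 mM Hepes pH 7.5, 0.01% Triton X-100, preincubated 15 min RT with compound, then 50 uM arachidonic acid for 6 min. Hydroperoxide read by ferrous/xylenol orange, 30 min; 573/405 nm absorbance ratio gave progress.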
* hit, by the source's call; i = inactive; ? = inconclusive; . = not tested or not shown; [ ] = dose if it differs, or a comment. Unless noted, the call rests on the fitted dose curve; in most records, active means well fitted curve in the direction sought with a large enough effect; inconclusive means small, poorly fitted or top-dose-only effect, or another doubt; inactive means no such curve, though single readings can be large; an effect the other way counts as inactive or inconclusive.

SMILES	HBB splice mod	DNA Pol III inh	HADH2 inh	CRE Fsk mod	Luciferase inh	Ub-GFP proteasome	ERK AVP inh	Hsp90 Hop PPI	Tau fil binding	Epigenetic mod	15-hLO inh
O=C1c2ccccc2C(=O)N1CCCCCc1nc(-c2ccccc2)no1	-0.7%	4%	6%	-1%	0%	-1%	14%	?	1%	0%	-5%
Cc1cc(C)n2nc3ccccc3c2n1	-1.7%	-5%	4%	5µM*	3%	0%	-9%	1%	10%	1%	-6%
C=C1N(CCCCCC(=O)O)C(=O)OC12CCCCC2	0.1%	-5%	5%	-7%	1%	5%	5%	-2%	-1%	0%	9%
O=C(CSc1nnc(C2CC2)n1Cc1ccccc1)c1ccc(S(=O)(=O)N2CCOCC2)cc1	-0.3%	1%	-1%	1%	-2%	3%	-9%	-8%	-11%	1%	1%
CN1CCN(c2nc(N3CCN(c4ccccc4)CC3)ncc2F)CC1	2.7%	0%	3%	16%	1%	-4%	?	-11%	3%	-2%	1%
CCOC(=O)c1ccc2ncc(C(=O)OCC)c(NCc3ccco3)c2c1	0.0%[57.5 µM]	-7%	-14%	21%	0%	0%	5%	0%	-10%	-2%	-7%
CN(Cc1ccco1)c1nc(-c2ccccc2Cl)nc2ccccc12	1.7%	-2%	-19%	?	-2%[2.29 µM]	-2%	13%	8%	-2%	2%[9.22 µM]	3%
Cn1c(=O)c2c(nc(N3CCc4ccccc4C3)n2Cc2ccccc2F)n(C)c1=O	2.4%	1%	3%	?	0%	-1%	-4%	-5%	16%	-1%	-1%
O=C(NC1CCCC1)c1ccc2nc(-c3ccco3)c(-c3ccco3)nc2c1	-0.7%	-22%	6.3µM*	18%	?	3%	?	-24%	-19%	0%	10µM*
CN(C)CCCNc1oc(-c2ccccc2)nc1C#N	-0.1%[57.5 µM]	-1%	25µM*	-2%	-1%	-1%	-12%	-6%	4%	0%	5%
CCCS(=O)(=O)N1CCc2cc(OC)c(OC)cc2C1	-1.0%	1%	4%	?	0%	0%	-3%	-10%	-2%	3%	-8%
CC(C)(C)c1cc(C(=O)N2CCc3ccccc32)ccn1	-1.3%	-5%	-2%	?	1%	2%	-3%	-1%	-2%	3%	3%
CC(C)(C)NS(=O)(=O)c1ccc(CCC(=O)NCc2ccco2)cc1	0.0%[57.5 µM]	-1%	-4%	-10%	-1%	2%	0%	0%	-2%	-1%	1%
COc1cc(=O)[nH]c(=O)n1C(=O)Cc1ccccc1	0.1%[9.22 µM]	-6%	2%	-7%	2%	5%	10%	-4%	-1%	-2%	1%
Cc1nc2ccc(F)cc2cc1C(=O)NCC1CCCO1 (centres undefined)	-1.0%[57.5 µM]	0%	12%	4%	-3%	-1%	-16%	-3%	13µM*	-2%	-5%
O=C(Nc1ccc2c(c1)OC1(CCCC1)O2)C1CC1	0.7%	0%	2%	-4%	-21%	4%	-26%	-9%	-21%	-5%	-4%
CCC1=Nc2ccccc2-c2nnc(SC)nc2O1	0.2%	4%	2%	13%	2%	-2%	?	-3%	-2%	0%	-2%
Nc1c(C(=O)NCCc2ccccc2)nnn1Cc1ccccc1	-0.6%	5%	5%	?	-5%	2%	9%	1%	33%	0%	1%
C=C[C@@]1(C)C=C2CC[C@@H]3[C@](C)(CCC[C@@]3(C)C(=O)O)[C@H]2CC1	.	-7%	5%	?	4%[11.4 µM]	-5%	.	1%	6%	-5%[9.22 µM]	.
O=C(Nc1ccc(-c2cn3ccsc3n2)cc1)c1ccc(F)c(S(=O)(=O)N2CCOCC2)c1	1.7%	3%	90%[activator]	1.6µM*	-10%	-5%	13µM*	-4%	22%	0%	-3%
Cc1onc(-c2c(F)cccc2Cl)c1C(=O)Nc1nc2c(s1)CCCC2	-1.3%	4%	-16%	?	0%	19%	?	-10%	-12%	5%	-29%
CCOc1ccc(CNC(=O)C2CC(=O)N(C3CCCC3)C2)cc1OC (centres undefined)	0.9%	10%	3%	12%	0%	14%	10%	0%	3%	9%	1%
COCCn1nnnc1C(c1cc2ccc(C)cc2[nH]c1=O)N(Cc1ccco1)Cc1cccs1 (centres undefined)	-0.1%[57.5 µM]	-4%	-27%	0%	3%	0%	-4%	-13%	34%	4%	-14%
Cn1c(=O)c2c(nc(CN3CCN(C(=O)c4ccco4)CC3)n2Cc2ccccc2)n(C)c1=O	-0.5%	-19%	1%	6%	-3%	4%	9%	-4%	14%	0%	0%
O=C1c2ccccc2C(O)(c2ncc[nH]2)N1C1CCCCC1 (centres undefined)	0.2%[9.22 µM]	1%	11%	-5%	0%	18%	-5%	-2%	24%	0%	20%
O=C1c2ccccc2C(=O)N1CCC(=O)N1CCc2ccccc21	-0.1%	-2%	14%	1%	3%	-1%	-9%	-5%	-5%	2%	-6%
O=C(Nc1ccc2c(c1)OCCO2)c1ccc(Br)c(S(=O)(=O)N2CCOCC2)c1	-1.7%[0.0738 µM]	-6%[11.4 µM]	-22%[11.4 µM]	?	-12%	2%[9.17 µM]	7.9µM*	-19%[11 µM]	-5%[11.4 µM]	-2%	-3%[11.4 µM]
CCCCCCN=C(C)C1=C(O)C(C(=O)OC)C(C)(C)CC1=O (centres undefined)	4.4%[0.369 µM]	-9%	-6%	11%	1%	.	-2%	1%	-16%	-2%	11%
COC(=O)CCN(C1CCCCC1)S(=O)(=O)c1ccc(S(=O)(=O)N2CCCCC2)cc1	1.2%	-2%	3%	7%	-1%	-1%	8%	2%	0%	-4%	0%
COc1cccc(CC(C(=O)Nc2cc(C)ccc2C)c2nn[nH]n2)c1OC (centres undefined)	0.8%	-3%	4%	-1%	1%	1%	-5%	-4%	8%	-1%	-3%
O=C1c2ccccc2C(=O)N1CCCCn1c(=O)oc2ccccc21	-0.2%[57.5 µM]	1%	6%	3%	1%	-3%	4%	3%	2%	0%	10%
Cc1nc2ccccc2n2c(O)c(CC(=O)O)cc12	1.0%[9.22 µM]	0%	-18%	?	-1%	6%	-19%	-2%	i	-4%	-10%
CCn1c(SCCOc2ccc(OC)cc2)nnc1C(CO)NC(=O)c1ccc(OC)cc1 (centres undefined)	1.6%	-4%	-2%	-2%	-2%	0%	-9%	-2%	20%	0%	6%
COc1cccc(Cn2c(=O)c(-c3cccs3)nc3cnc(OCc4ccccc4)nc32)c1	0.3%	-3%	4%	1.3µM*	0%[11.4 µM]	2%	12%	-4%	54%	3%[9.22 µM]	-12%
CNC(=O)[C@@]1(Cc2ccccc2)C=C[C@@H](C)N1C(=O)OC	0.1%	5%	?	-10%	.	.	13%	2%	0%	.	-4%

Grouped by structure: those above with a Cl atom.
SMILES	HBB splice mod	DNA Pol III inh	HADH2 inh	CRE Fsk mod	Luciferase inh	Ub-GFP proteasome	ERK AVP inh	Hsp90 Hop PPI	Tau fil binding	Epigenetic mod	15-hLO inh
CN(Cc1ccco1)c1nc(-c2ccccc2Cl)nc2ccccc12	1.7%	-2%	-19%	?	-2%[2.29 µM]	-2%	13%	8%	-2%	2%[9.22 µM]	3%
Cc1onc(-c2c(F)cccc2Cl)c1C(=O)Nc1nc2c(s1)CCCC2	-1.3%	4%	-16%	?	0%	19%	?	-10%	-12%	5%	-29%

Not all compounds are listed; count on the stated rates, not on these rows.
